DENV2 CPE rescue = protects cells from dengue virus 2 cytopathic effect | DENV2-infected cells, cytopathic effect rescue, plate reader | CPE inhibition, % at 9.99 µM | actives 1.7% (n = 350,000); in the data active = CPE inhibition above about 20%, passing the limit was not always enough; inconclusive = no clear call, values can overlap the other calls; tested in BHK-21 cells;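 also: 0% = median of neutral control wells and 100% = median of positive control wells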
CASP6 VEID inh = caspase-6 (human) enzyme inhibition; purified caspase-6, Z-VEID-R110 cleavage fluorescence; inhibition, % at 12.5 µM; actives 0.53% (n = 350,000);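 active = mean inhibition across replicates at least about 35%, with every replicate also reaching that limit, limit read from the data; inconclusive = only one of the two criteria met; inactive = neither criterion met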;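 also: 0% = median of neutral control wells and 100% = no fluorescence left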
SIRT5 inh = blocks human SIRT5 desuccinylation of peptide; inhibition, % at 15 µM; Q9NXA8; Purified SirT5, succinyl-peptide AMC, trypsin-coupled fluorescence; actives 1.1% (n = 330,000); in the data active = inhibition above about 15%; inconclusive = no clear call, values can overlap the other calls
miR-122 sensor = miR-122 inhibition in Huh7 cells. activation (reporter increase), % at 12.5 µM. Huh7 miR-122 Renilla luciferase sensor, 48 h; neutral wells = 0, positive control = 100. actives 0.3% (n = 340,000);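 active = mean replicate activation score at least 90 and every replicate individually at or above 90; inconclusive = only one of the two criteria met; inactive = neither criterion met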;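 also: higher luciferase means less miR-122 activity so hits act as miR-122 inhibitors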
F508del corr = CFTR F508del correction in bronchial cells; activity (quench increase), % at 7.58 µM; CFBE cells, YFP halide quenching; stimulated with forskolin plus potentiator P3; % fluorescence drop versus neutral controls; actives 0.36% (n = 350,000);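 active = mean added fluorescence quench of at least 8% versus neutral control, with both replicates also reaching 8%; inconclusive = only one of the mean or replicate conditions met; inactive = mean below 8% and not both replicates reaching 8%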;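 also: cells transiently co-express mutant CFTR-F508del with the halide-sensitive YFP; corrector assay measuring rescue of mutant channel to the surface after 24 h compound exposure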
ERAP1 inh = inhibitors of human ERAP1 aminopeptidase; recombinant ERAP1, Leu-AMC fluorescence, 60 min; inhibition, % at 10.7 µM; actives 0.15% (n = 340,000);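 active = mean replicate inhibition of at least 30%, or all replicates individually reaching that 30% level; inactive = mean below 30% and not every replicate reaching it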;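 also: 0% = neutral control wells and 100% = L-leucinethiol positive control wells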
Target sequence (Q9NZ08 whole entry, looked up): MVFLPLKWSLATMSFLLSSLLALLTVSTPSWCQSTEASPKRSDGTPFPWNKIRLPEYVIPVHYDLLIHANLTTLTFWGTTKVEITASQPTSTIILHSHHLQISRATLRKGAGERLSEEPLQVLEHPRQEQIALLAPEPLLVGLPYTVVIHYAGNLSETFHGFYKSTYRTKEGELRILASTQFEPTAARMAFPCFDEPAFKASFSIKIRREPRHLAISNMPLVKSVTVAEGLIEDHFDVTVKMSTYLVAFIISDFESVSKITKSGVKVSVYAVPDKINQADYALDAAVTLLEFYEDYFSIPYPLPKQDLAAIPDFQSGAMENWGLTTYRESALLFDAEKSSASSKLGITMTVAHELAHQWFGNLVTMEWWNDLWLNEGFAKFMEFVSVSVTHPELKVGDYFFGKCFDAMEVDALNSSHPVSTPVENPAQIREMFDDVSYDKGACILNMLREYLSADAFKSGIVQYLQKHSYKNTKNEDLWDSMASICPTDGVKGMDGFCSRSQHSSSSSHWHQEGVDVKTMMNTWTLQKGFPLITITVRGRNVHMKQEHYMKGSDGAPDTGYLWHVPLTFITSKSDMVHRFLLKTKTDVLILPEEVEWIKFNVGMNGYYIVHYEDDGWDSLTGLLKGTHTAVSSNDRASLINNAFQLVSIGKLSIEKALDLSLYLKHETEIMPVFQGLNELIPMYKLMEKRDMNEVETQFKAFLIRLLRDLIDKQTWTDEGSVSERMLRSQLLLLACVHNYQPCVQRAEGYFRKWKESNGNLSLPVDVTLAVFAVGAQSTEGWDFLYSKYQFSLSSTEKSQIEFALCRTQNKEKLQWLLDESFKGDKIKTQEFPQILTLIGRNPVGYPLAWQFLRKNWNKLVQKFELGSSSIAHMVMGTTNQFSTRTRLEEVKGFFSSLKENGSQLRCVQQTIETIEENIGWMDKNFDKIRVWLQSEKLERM
ERp5 block = ERp5 (human) disulfide isomerase inhibition; AID 651711; Q15084; inhibition, % at 9.99 µM; actives 0.05% (n = 350,000); ERp5 insulin aggregation, absorbance 650 nm, 90 min;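 active = mean replicate inhibition above about 25%, with every replicate also reaching it, limit read from the data, passing the limit was not always enough; inconclusive = only one of those two criteria met; inactive = neither criterion met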
Starred values were filed as active, the others as inactive; ? = inconclusive; / = not tested or not shown; [ ] = another dose, or the depositor's remark. Not a hit list; any-hit rate near 4%.

The first ten entries as a preview:
SMILES	DENV2 CPE rescue	CASP6 VEID inh	SIRT5 inh	miR-122 sensor	F508del corr	ERAP1 inh	ERp5 block
Cc1cc(C)n(C(=O)CNC(=O)c2cccc(Cl)c2)n1	-2	-2	1	-4	1.1	1	-2
CCN(CC)C(=O)CC(c1ccc2c(c1)OCO2)c1c(OC)cc(OC)c2ccc(=O)oc12 (stereo not drawn)	7	7	-3	12	0.5	0	4
CCCCn1nnnc1C1(C)CCC(=O)N1CCCN1CCOCC1 (stereo not drawn)	-4	3	-5	/	1.7	/	-1
Clc1ccccc1Nc1nc(NCc2ccccc2)nc2ccsc12	-1	2	-7	-6	-1.9	1	3
C[C@H]1CN([C@@H](C)CO)C(=O)c2cc(C#CC3CCCCC3)cnc2O[C@H]1CN(C)CC1CC1	-7	0	-1	-6[16.7 µM]	2.3	2	0
O=C(COC(=O)CSc1cc(Cl)ccc1Cl)Nc1ncc(C(F)(F)F)cc1Cl	-3	-1	4	11	2.3	1	-2
CCOC(=O)c1ccc(NS(=O)(=O)c2ccc3oc(=O)[nH]c3c2)cc1	0	2	1	-5	0.2	1	-5
CCC(=O)N1CCN(c2ccccc2NC(=O)COc2ccc(C(C)C)cc2)CC1	3	-2	-2	2	-2.5	-1	-4
CCN(CC)c1ncc(C#N)c(N)n1	2	5	5	3	-2.1	0	-1
Cc1noc(C)c1S(=O)(=O)N1CCN(c2ccc([N+](=O)[O-])cc2)CC1	-4	-3	0	-4	1.1	1	0

Results, repeating the preview:
SMILES	DENV2 CPE rescue	CASP6 VEID inh	SIRT5 inh	miR-122 sensor	F508del corr	ERAP1 inh	ERp5 block
Cc1cc(C)n(C(=O)CNC(=O)c2cccc(Cl)c2)n1	-2	-2	1	-4	1.1	1	-2
CCN(CC)C(=O)CC(c1ccc2c(c1)OCO2)c1c(OC)cc(OC)c2ccc(=O)oc12 (stereo not drawn)	7	7	-3	12	0.5	0	4
CCCCn1nnnc1C1(C)CCC(=O)N1CCCN1CCOCC1 (stereo not drawn)	-4	3	-5	/	1.7	/	-1
Clc1ccccc1Nc1nc(NCc2ccccc2)nc2ccsc12	-1	2	-7	-6	-1.9	1	3
C[C@H]1CN([C@@H](C)CO)C(=O)c2cc(C#CC3CCCCC3)cnc2O[C@H]1CN(C)CC1CC1	-7	0	-1	-6[16.7 µM]	2.3	2	0
O=C(COC(=O)CSc1cc(Cl)ccc1Cl)Nc1ncc(C(F)(F)F)cc1Cl	-3	-1	4	11	2.3	1	-2
CCOC(=O)c1ccc(NS(=O)(=O)c2ccc3oc(=O)[nH]c3c2)cc1	0	2	1	-5	0.2	1	-5
CCC(=O)N1CCN(c2ccccc2NC(=O)COc2ccc(C(C)C)cc2)CC1	3	-2	-2	2	-2.5	-1	-4
CCN(CC)c1ncc(C#N)c(N)n1	2	5	5	3	-2.1	0	-1
Cc1noc(C)c1S(=O)(=O)N1CCN(c2ccc([N+](=O)[O-])cc2)CC1	-4	-3	0	-4	1.1	1	0
C[C@H](CO)N1C[C@H](C)[C@H](CN(C)S(=O)(=O)c2cn(C)cn2)Oc2ccc(NS(=O)(=O)c3ccc(F)cc3)cc2CC1=O	13	/	1	-9[16.7 µM]	-0.5	2	8
OCCCNc1ncnc2c1[nH]c1ccccc12	6	-1	0	-3	1.3	1	0
O=C(CC1Nc2ccccc2NC1=O)Nc1ccc2c(c1)OCO2 (stereo not drawn)	7	3	1	5	-1.5	0	1
O=C1CSC2=NC3(CO)Oc4ccccc4[C@H]([C@H]3CO)N12	27*	-1	0	/	0.5	-2	0
Cc1cccc(-n2cnc(C(=O)N3CCN(C)CC3)c2)n1	3	2	3	-8	-1.8	3	2

Random excerpt: 2 compounds from above, in no set order.
SMILES	DENV2 CPE rescue	CASP6 VEID inh	SIRT5 inh	miR-122 sensor	F508del corr	ERAP1 inh	ERp5 block
CCC(=O)N1CCN(c2ccccc2NC(=O)COc2ccc(C(C)C)cc2)CC1	3	-2	-2	2	-2.5	-1	-4
O=C(COC(=O)CSc1cc(Cl)ccc1Cl)Nc1ncc(C(F)(F)F)cc1Cl	-3	-1	4	11	2.3	1	-2

(further entries)
SMILES	DENV2 CPE rescue	CASP6 VEID inh	SIRT5 inh	miR-122 sensor	F508del corr	ERAP1 inh	ERp5 block
O=C(Nc1cccc(C(=O)N2CCN(c3ccccc3)CC2)c1)c1ccco1	-7	5	-21	/	-3.6	-2	0
CC(C)c1cn(CC[C@H]2CC[C@@H](NS(=O)(=O)Cc3ccccc3)[C@H](CO)O2)nn1	8	-1	-1	-2[16.7 µM]	0.8	2	2
CCC(=O)N[C@H]1CC[C@@H](CCn2cc(CN(C)C)nn2)O[C@H]1CO	-2	-2	-7	/	-1.4	0	-2
O=C1CCc2cc(S(=O)(=O)N3CCC(C(=O)NC4CCCCCCC4)CC3)ccc2N1	9	1	/	3	0.2	/	9
Cc1ccc(-c2nn(CC(=O)NCC3CCCO3)c(=O)c3ccccc23)cc1 (stereo not drawn)	-1	-2	-2	-5	-3.7	1	?
O=C(NC1=NN(c2ccccc2)CC1)Nc1ccccc1F	?	-1	1	-3	1.9	/	0
Cc1c(Cl)cccc1NC(=S)N1CCN(c2ccccn2)CC1	-1	-1	1	/	1.8	4	1
C[C@H]1CN([C@@H](C)CO)C(=O)c2cccc(NS(=O)(=O)c3ccccc3)c2O[C@@H]1CN(C)S(=O)(=O)c1ccc(Cl)cc1	1	/	/	27[16.7 µM]	0.3	/	/
CCOc1cc(OCC)cc(C(=O)N2CCC[C@H]2C(=O)N2CCC[C@H]2C(=O)NCc2ccncc2)c1	1	1	-1	/	0.9	/	-4
CCOC(=O)c1sc2nc(-c3cccnc3)ccc2c1N	-6	3	-2	/	-0.1	1	2
Cc1ccc(S(=O)(=O)Nc2ccc(N(C)S(=O)(=O)c3ccc(C)cc3)cc2)cc1	-8	-1	-3	3	0.2	3	1
C[C@H](CO)N1C[C@H](C)[C@@H](CN(C)Cc2ccc(-c3ccccc3)cc2)Oc2ccc(NC(=O)NC3CCCCC3)cc2CC1=O	-13	-3	-1	-9[16.7 µM]	-0.9	-1	-7
COc1cccc(C(=O)N2CCC2(C)C(=O)O)c1 (stereo not drawn)	?	-2	/	0	1.4	-1	-3
CCC(C)c1ccc(NC(=O)COC(=O)C2CCCC2)cc1 (stereo not drawn)	2	4	/	-2	2.3	0	4
Cc1ccc(NC(=O)CSc2nnc(NC(=O)C3CC3)s2)cc1C	-5	0	0	-4	4.4	-2	2
CC(C)(C)c1ccc(OCC(=O)NCC(c2cccs2)N2CCOCC2)cc1 (stereo not drawn)	3	4	11	1	2.3	-2	-1
CCNC(=O)C1CCCN1S(=O)(=O)c1ccc2ccccc2c1 (stereo not drawn)	6	3	-3	/	1.0	1	3
COc1ccc(N2C(=O)N(Cc3ccc(C)cc3)c3ccccc3S2(=O)=O)cc1	-11	-2	-5	-4	2.2	0	-5
COC(=O)[C@]12C[C@H](CC(=O)N3CCC(c4ccccc4)CC3)C(=O)N(CCc3ccc(OC)c(OC)c3)C1=C[C@H](C(C)(C)C)O[C@@H]2C	-2	-2	/	/	3.8	5	5
CCOc1ccc(C(=O)Nc2nc(C)c(C(=O)OC)s2)cc1	-5	-1	-2	-6	-32	-4	2
Cc1ccc(O)c(NC(=O)c2cc(C)no2)c1	-2	6	1	3	5.1	2	2
CN(C)CC(=O)Nc1ccc2c(c1)[C@@H]1C[C@@H](CC(=O)NC3CCCCC3)O[C@H](CO)[C@@H]1O2	86*	-4	-2	1[16.7 µM]	-2.1	-2	-9
Cc1ccc(NC(=O)C2CCCN2C(=O)NC2CCCCC2)cc1F (stereo not drawn)	?	3	/	3	-0.9	3	-1
Cc1ccc(CNC(=O)Nc2cccc(C)c2)cc1	-5	0	2	/	0.8	2	-2
O=C(OCCCN1CCOCC1)c1ccc(O)c(O)c1	-2	-2	-1	/	-0.7	0	-5
C[C@H](CO)N1C[C@H](C)[C@@H](CN(C)Cc2ccc(Oc3ccccc3)cc2)Oc2ccc(NC(=O)Cc3ccccc3)cc2CC1=O	-10	-5	-4	16[16.7 µM]	-2.8	4	-1
CN(C)C(=O)c1ccc(-c2ccccc2[C@@H]2[C@H](C#N)N(C(=O)C3CCC3)[C@H]2CO)cc1	2	-3	1	/	0.8	0	2
CCc1c(-c2cccc(Cl)c2)ncn1CCc1ccccc1OC	-2	-1	/	/	6.3	1	6
O=C(C[C@H]1C[C@@H]2c3cc(NC(=O)Nc4ccc(C(F)(F)F)cc4)ccc3O[C@@H]2[C@H](CO)O1)NCc1ccccn1	4	-3	-2	1[16.7 µM]	0.4	-1	3
CCCNC(=O)C1(C)CCN(C(=O)c2cc(F)cc(F)c2)C1 (stereo not drawn)	-1	6	/	-4	0.8	-1	-1
O=Cc1s/c(=N\S(=O)(=O)c2ccccc2)n(CCCCl)c1Cl	/	-3	3	/	-4.9	-1	-1
COc1ccc2c3c(n(C)c2c1)[C@H](CO)N(C)CC31CN(S(=O)(=O)c2cccs2)C1	?	1	-5	/	-0.4	1	7
O=C(CCNC(=O)c1ccccc1Cl)NCc1ccncc1	1	-3	0	-4	-0.6	-1	-6
O=C(c1ccncc1)N1C[C@H]2[C@@H](c3ccccc31)[C@@H](CO)N2C(=O)c1ccccc1F	18	1	1	-30[16.7 µM]	-0.3	2	0
CN(Cc1ccco1)C(=O)Cn1ncc2c([nH]c3ccccc32)c1=O	20	3	2	-7	6.3	3	4
CCOc1cc(NC(=O)C2CCCCC2)c(OCC)cc1NC(=O)c1ccccn1	4	1	0	-1	/	-3	0
COc1ccccc1NC(=O)Nc1cc(C(C)(C)C)nn1C	-4	-5	-3	/	-1.8	-3	3
O=C(C[C@@H]1CC[C@@H]2[C@H](COC[C@H](O)CN2C(=O)c2ccccc2)O1)Nc1nccs1	-1	3	3	0[16.7 µM]	-2.0	1	-5
COCC#Cc1cnc2c(c1)C(=O)N([C@H](C)CO)C[C@@H](C)[C@@H](CN(C)C(=O)CCN1CCCCC1)O2	-5	-1	-2	29[16.7 µM]	-1.5	-3	-5
COc1cccc(-c2c(-c3cc(OC)cc(OC)c3)n(C)c3ccc(-c4ccc(OC)nc4)cc23)c1	/	-5	-10	-9	1.1	5	-3
CCOC(=O)C1(C)CCCCCN1C(=O)c1ccc(Cl)nc1 (stereo not drawn)	2	1	-2	-1	-1.9	1	-6
COc1ccc(CNC(=O)C[C@@H]2C[C@@H]3c4cc(NS(C)(=O)=O)ccc4O[C@@H]3[C@@H](CO)O2)cc1	1	1	-4	3[16.7 µM]	2.3	1	-6
Cc1nc(SCC(=O)N2CCN(c3ccccn3)CC2)c(C#N)c(C)c1C	-4	-1	0	/	-1.7	0	4
Cc1cc(C(=O)Nc2cccc3c2O[C@H](CN(C)C)[C@@H](C)CN([C@@H](C)CO)C3=O)n(C)n1	-2	-2	0	3[16.7 µM]	-2.5	1	0
CCC1CCC(C(=O)NNC(=O)c2cc(-c3ccco3)[nH]n2)CC1 (stereo not drawn)	2	3	-1	/	-0.5	-1	-1
S=C1NCCN1CC1CCN(CC2CCCC2)CC1	6	-5	/	/	-1.5	/	4
COc1ccc(-c2ccc([C@@H]3[C@H]4CN(C(=O)Cc5ccccn5)CC(=O)N4[C@H]3CO)cc2)cc1	-6	/	28*	/	1.2	/	7
O=C(N/N=C/c1ccncc1)c1cnccn1	9	-1	1	/	0.0	-2	1
CCOC(=O)C1(CCCc2ccccc2)CCN(C(=O)c2cc(C)nc(C)n2)CC1	1	-4	-3	-6	-2.2	19	-53
COc1ccccc1-n1cnnc1SCC(=O)N1CCN(C(=O)c2ccco2)CC1	14	-1	-6	/	0.3	0	-3
COc1ccc(OCC(=O)N(Cc2sccc2C)C2CCS(=O)(=O)C2)cc1 (stereo not drawn)	0	-2	-3	4	-0.8	1	-1
CCOC(=O)c1ccccc1NC(=O)CSc1nc2ccccc2c(=O)n1CCCN1CCOCC1	1	0	3	-2	2.4	-4	-3
Cc1nc2c(=O)n(C)c(=O)n(C)c2nc1Cl	-7	2	5	/	/	1	-5
